Screens (PubChem)
All columns: NCI-60 one-dose screen, growth in % after 48 h at 10 µM unless noted; 100 = growth as untreated, 0 = no growth, -100 = all killed.
A549/ATCC – A549/ATCC NSCLC. AID 1794740. actives 3.7% (n = 81,000)
UACC-62 – UACC-62 melanoma; actives 5.4% (n = 81,000); AID 1794756
SK-MEL-2 – SK-MEL-2 melanoma | actives 4.7% (n = 77,000)
SK-MEL-5 – SK-MEL-5 melanoma. actives 6.4% (n = 80,000). AID 1794755
MALME-3M – MALME-3M melanoma. actives 5.8% (n = 78,000). AID 1794766
UACC-257 – UACC-257 melanoma; actives 4.4% (n = 78,000); AID 1794764
EKVX – EKVX NSCLC; actives 3% (n = 71,000); AID 1794765
M14 – M14 melanoma | actives 6.2% (n = 80,000)
* = called active by the depositor; . = not tested or not shown; & = joins results of further samples. How the source made its calls: active means growth percent below 10; inactive means the rest.

SMILES	A549/ATCC	UACC-62	SK-MEL-2	SK-MEL-5	MALME-3M	UACC-257	EKVX	M14
CCC(=O)OCC(=O)[C@@]1(OC(=O)CC)[C@@H](C)CC2C3CCC4=CC(=O)C=C[C@]4(C)C3(F)[C@@H](O)C[C@@]21C (stereo partly specified)	65	94	109	92	86	96	71	101
C=C(C)[C@@H]1CC[C@]2(C(N)=O)CC[C@]3(C)[C@H](CC[C@@H]4[C@@]5(C)C/C(=C/c6ccco6)C(=O)C(C)(C)[C@@H]5CC[C@]43C)[C@@H]12	87	80	99	96	87	98	90	85
COc1ccc(/C=C/C(=O)c2ccc(NC(=O)CSc3nnc(-c4cc(-c5ccc(S(C)(=O)=O)cc5)nc5ccccc45)n3-c3ccccc3)cc2)cc1	99	92	111	98	97	110	91	110
N#Cc1c(-c2ccco2)nc(SCC(O)CN2CCOCC2)nc1N1CCOCC1 (stereo unspecified)	109	102	119	101	124	122	111	109
O=C(Nc1ccc(Cl)cc1)c1cccnc1	.	110	104	100	118	.	.	123
CC(=O)c1cccc(NC(=O)c2ccc(-c3cccc([N+](=O)[O-])c3)o2)c1	96	90	100	87	94	112	95	113
O=C(/C=C\c1ccc(O)c(O)c1)O[C@@H]1C[C@](O)(C(=O)O)C[C@@H](O)[C@H]1O	93	99	102	100	101	100	101	98
CC1=CC(O)C2CC1C2(C)C (stereo unspecified)	106&92	105&101	93	104&103	107&98	110&96	104&98	109&97
O=C1CC(c2nc3ccccc3o2)CN1Cc1ccccc1 (stereo unspecified)	99	108	.	97	92	95	.	100
C/C(=C(/c1ccccc1)c1ccc(N2C(=O)c3cccc4c(N5CCCCC5)ccc(c34)C2=O)cc1)c1ccccc1	90	76	93	89	95	99	79	92
CC12CC[C@@H]3[C@]4(C)COC(c5ccccn5)O[C@@H]4CC[C@@]3(C)[C@@H]1CC(C1=CCOC1=O)O2 (stereo partly specified)	105	93	116	104	112	107	100	.
Cc1sccc1Br	85	83	91	102	114	94	115	89
O=C1c2ccccc2C(=O)N1CNc1ccccc1	91	93	89	99	103	96	101	101
OB(O)c1cccc(-c2nc3ccc4[nH]ncc4c3c3c2CCCC3)c1F	48	27	57	80	120	115	50	80
CCn1nccc1-c1ccc2c(c1)COC2(CCCN(C)C)c1ccc(F)cc1 (stereo unspecified)	99	93	100	98	97	91	89	97
CC(C)C(=O)Nc1ccc(C(=O)NC(=S)Nc2ccc(S(N)(=O)=O)cc2)cc1	92	85	89	99	77	99	107	98
O=C1/C=C(/c2cc3ccccc3o2)NCCNC1=O	109	94	99	85	102	111	85	101
C=CCn1c(SCC(=O)Nc2ccc(C(=O)/C=C/c3cc(OC)c(OC)c(OC)c3)cc2)nnc1-c1cc(OC)c(OC)c(OC)c1	47	34	81	32	92	64	52	19
CC(=O)OC(C)(C)C(=O)Oc1ccccc1	97	100	104	106	107	100	95	.
CNC(=O)Cc1nc(-c2cccc(NS(=O)(=O)c3c(F)cccc3F)c2F)c(-c2ccnc(Nc3ccccc3)n2)s1	55	5.5*	55	63	0.4*	7.8*	.	2.3*
C#CC[C@@H]1C[C@]2(C)[C@H]3CC=C4[C@H]5CC(C)(C)CC[C@]5(C(=O)NCCCCN)CC[C@@]4(C)[C@]3(C)CC[C@H]2C(C)(C)[C@H]1OC(C)=O	28	106	99	94	85	111	81	2.2*
Clc1ccc2c(OCCCN3CCOCC3)c3oc4ccccc4c3nc2c1	34	34	78	43	13	60	35	30
CC1=NN(c2nc3ccccc3nc2Cc2ccccc2)C(=O)C1	99	111	102	104	110	106	95	120
CN(C)C=Nc1cc(Cl)ccc1Cl	92	99	97	101	118	90	.	107
CN(CCCNC(=O)c1cccc(C(=O)O)c1)CCCNC(=O)c1cc(NC(=O)c2cc(NC(=O)c3cc(NC(=O)c4nc(NC(=O)[C@H](N)CCNC(=O)c5cc(NC(=O)c6cc(NC(=O)c7cc(NC(=O)c8nccn8C)cn7C)cn6C)cn5C)cn4C)cn3C)cn2C)cn1C	79	99	103	106	114	110	114	109
O=[N+]([O-])c1ccccc1-c1nc2ccccc2s1	98	92	116	102	117	103	105	106
CCCCCCCCCCCCCCCc1cc(O)ccc1S(=O)(=O)O	94	98	96	101	107	101	98	100
Clc1ccc(OCc2nnc(-c3ccccc3)o2)c(Cl)c1	70	91	97	105	99	57	98	106
CC(C)Cc1cc(CN(C)CC(=O)NCCc2ccccc2)nn1-c1ccccc1	72	83	104	94	85	62	96	101
Cc1cccc(C)c1NC(=O)N/N=c1\cc(C)c2ccc(O)cc2o1	98	87	102	111	109	87	109	100

Part of the list above in order of number of heavy atoms, low to high:
SMILES	A549/ATCC	UACC-62	SK-MEL-2	SK-MEL-5	MALME-3M	UACC-257	EKVX	M14
CN(C)C=Nc1cc(Cl)ccc1Cl	92	99	97	101	118	90	.	107
CC1=NN(c2nc3ccccc3nc2Cc2ccccc2)C(=O)C1	99	111	102	104	110	106	95	120
CN(CCCNC(=O)c1cccc(C(=O)O)c1)CCCNC(=O)c1cc(NC(=O)c2cc(NC(=O)c3cc(NC(=O)c4nc(NC(=O)[C@H](N)CCNC(=O)c5cc(NC(=O)c6cc(NC(=O)c7cc(NC(=O)c8nccn8C)cn7C)cn6C)cn5C)cn4C)cn3C)cn2C)cn1C	79	99	103	106	114	110	114	109

The list goes on.
SMILES	A549/ATCC	UACC-62	SK-MEL-2	SK-MEL-5	MALME-3M	UACC-257	EKVX	M14
O=C(O)c1cn(C2CC2)c2cc(N3CCN(S(=O)(=O)c4ccc(Cl)cc4)CC3)c(F)cc2c1=O	109	97	100	93	104	110	95	85
CCOC(=O)N1CCCC1=O	97	101	108	99	108	102	101	96
Cn1cc(-c2ccc3ncc(-c4ccc(CC(=O)Nc5cc(C(C)(C)C)no5)cc4)nc3c2)cn1	34	43	38	29	25	61	50	35
CC(C)=CCC/C(C)=C\C=N\O	95	117	92	104	95	89	.	102
CN1CCN(c2nc(Cl)nc3c2ncn3CCCNc2ccnc3cc(Cl)ccc23)CC1	89	107	100	98	99	94	85	99
NC(=O)c1cccc(-n2ccc3cc(NC(=O)Nc4ccc(F)c(C(F)(F)F)c4)ccc32)n1	58	69	85	86	62	93	58	60
O=C(Sc1ccc(Cl)cc1)c1ccc(Cl)cc1	94&85	102&93	126&91	110&91	117	97&106	93&94	112&98
CCc1cccc(CC)c1NC(N)=S	88	96	88	97	97	91	91	98
Cc1ccc(S(=O)(=O)Oc2ccc3sc4cccc(NCCN(C)C)c4c(=O)c3c2)cc1	-74*	-98*	-71*	-99*	-99*	-81*	-84*	-85*
Cn1cc(Nc2ncnc(-c3ccc(N4CCCC4)c(C#N)c3)n2)cn1	84	59	88	49	75	94	95	53
O=C(/C=C/c1ccc2c(c1)OCO2)c1c(O)c2ccccc2oc1=O	76	97	.	111	101	78	108	95
O=C1c2cc(I)ccc2Oc2cc([N+](=O)[O-])ccc2N1c1ccc(I)cc1F	90	87	96	98	97	98	93	86
Cc1ccc(CNc2ccc3nc(NC(=O)CN4CCCCCC4)sc3c2)cc1	85	70	90	74	96	84	74	88
C/C(=N\N=C1/C(=O)Nc2ccccc21)c1ccc2c(c1)Nc1ccccc1S2	67	40	81	42	36	27	44	65
O=C(c1c2c(nn1-c1ccc(F)cc1)CCC(NCCc1ccncc1)C2)N1CCCCC1 (stereo unspecified)	106	107	103	101	105	104	101	103
CN(C)c1ccc(C(=O)n2cc(-c3ccc(Cl)cc3)c(N)n2)cc1	101	97	105	99	132	131	97	103
C1CCC(OC2CSC2)OC1 (stereo unspecified)	108	101	118	111	103	108	107	105
CCOC(=O)c1csc(CCNC(=O)c2ccccc2)n1	113	95	105	91	96	112	95	107
O=C(/C=C/c1ccc(N2CCOCC2)cc1)CC(=O)/C=C/c1ccc(N2CCOCC2)cc1	101	106	104	103	97	104	.	100
CCOC(=O)[C@@H]1C[C@H]1c1ccccc1	93	98	109	103	95	96	.	105

The final 6 entries of the part before are carried over, then new ones follow.
SMILES	A549/ATCC	UACC-62	SK-MEL-2	SK-MEL-5	MALME-3M	UACC-257	EKVX	M14
O=C(c1c2c(nn1-c1ccc(F)cc1)CCC(NCCc1ccncc1)C2)N1CCCCC1 (stereo unspecified)	106	107	103	101	105	104	101	103
CN(C)c1ccc(C(=O)n2cc(-c3ccc(Cl)cc3)c(N)n2)cc1	101	97	105	99	132	131	97	103
C1CCC(OC2CSC2)OC1 (stereo unspecified)	108	101	118	111	103	108	107	105
CCOC(=O)c1csc(CCNC(=O)c2ccccc2)n1	113	95	105	91	96	112	95	107
O=C(/C=C/c1ccc(N2CCOCC2)cc1)CC(=O)/C=C/c1ccc(N2CCOCC2)cc1	101	106	104	103	97	104	.	100
CCOC(=O)[C@@H]1C[C@H]1c1ccccc1	93	98	109	103	95	96	.	105
CN(C)C(=O)C1=NC(CO)C(=O)N(c2ccccc2)N1 (stereo unspecified)	109	99	113	100	103	108	98	.
O=c1[nH]c(CN/N=C/c2ccc([N+](=O)[O-])cc2)nc2ccccc12	92	58	108	.	107	99	99	.
Cc1ccc(-n2cc(-c3ccccc3)c3c(SCC(=O)n4nc(C)cc4C)ncnc32)cc1	94	85	115	100	108	105	107	107
O=C1NC(=O)C(=Cc2cc(-c3ccc(Cl)cc3)n(-c3ccccc3)n2)C(=O)N1	97	90	106	97	99	101	92	93
CCc1sc(N(C(C)=O)c2ccc(Br)cc2)nc1OC(C)=O	100	96	108	97	102	94	98	103
COc1cc(OC)c(N2C(=O)c3cccc4cccc(c34)C2=O)c(OC)c1	102	103	104	103	101	109	107	91
Cc1cccc(NC(=O)Oc2ccc(Cl)cc2C(=O)c2ccccc2)c1	102	87	.	96	100	104	.	103
CCOC(=O)C(CC)(C(=O)OC)c1ccccc1 (stereo unspecified)	104	104	98	98	85	98	101	106
CC1(C)CC[C@]2(C(=O)NCCCCCCN(CCC#N)CCC#N)CC[C@]3(C)C(=CC[C@@H]4[C@@]5(C)CCC(=O)C(C)(C)[C@@H]5CC[C@]43C)[C@@H]2C1	87	89	102	100	98	95	86	91
O=c1[nH]c2cc(Cl)ccc2c(CCl)c1Cl	100	105	96	101	107	90	.	105
N#Cc1c(/N=C\NNC(=O)c2cccnc2)oc(-c2ccccc2)c1-c1ccccc1	98	89	109	98	96	108	96	104
C=C(C)[C@@H]1CCC2=C[C@@H](OC2=O)[C@]2(C)C[C@H]2C2=CC(C(=O)OC)=C(C1)O2	99	71	107	86	88	96	94	71
O=C(Nc1ccccc1)Nc1ccc(NC(=O)c2cc(Cl)nc3ccccc23)cc1	99	94	102	95	90	97	99	98
O=C(c1ccc(Cc2n[nH]c(=O)c3cccnc23)cc1)N1CCCC1	102	95	110	102	114	105	108	111
CCN(CC)C(=O)c1ccccc1C	89	.	98	105	106	92	98	98
O=C(CO)c1ccc([N+](=O)[O-])cc1	.	97	93	114	93	112	107	118
CCNC(=O)Oc1ccc[nH]c1=O	92	96	107	95	103	98	103	102
COc1cc2c(cc1OC)C1=NN(C(=O)Nc3c(C)cccc3C)C(c3ccccc3)C1C2 (stereo unspecified)	89	96	99	105	96	107	81	101
COc1ccc(-c2nc(NC(=O)CS(=O)(=O)c3ccc(F)cc3)sc2C)cc1	54	75	73	36	55	65	.	44
O=C(/C=C/c1cc2ccccc2[nH]c1=O)c1ccc(Nc2nccc(-c3ccc(Cl)cc3)n2)cc1	104	97	97	104	99	104	99	101
Nc1nc(-c2cccc([N+](=O)[O-])c2)c(N=Nc2ccccc2)s1	60	64	.	43	103	93	52	58
CNC(=O)c1cc(-c2ccc(NS(=O)(=O)c3ccc(C(C)(C)C)cc3)cc2)nc2cccnc12	90	76	104	91	78	100	86	.
C/C(CCC(=O)O)=N\NC(N)=O	104	111	103	110	114	105	98	114
Cc1cc(C)c2c(Nc3ncnc4c3sc3ncccc34)csc2n1	58	85	.	86	91	100	.	107
NC(N)=N/N=C/c1ccccc1Br	102	98	91	104	102	96	105	90
Nc1nc(NCc2ccccc2)nn1S(=O)(=O)c1ccc(F)cc1Cl	112	101	111	98	109	113	98	103
OCC(CO)(CO)COCC(CO)(CO)COCC(CO)(CO)CO	97	100	102	102	85	97	.	104
CS(=O)(=O)c1ccc(N2N=C(c3ccc(NC(=O)Nc4ccccc4)cc3)CC2c2ccc(Br)cc2)cc1 (stereo unspecified)	65	61	85	91	89	102	70	90
COC(=O)CC1(C(=O)OC)Nc2cc(Cl)c(Cl)cc2S(=O)(=O)N1O (stereo unspecified)	106	106	95	110	115	102	124	108
CCCC(N)(CC)C(=O)O (stereo unspecified)	104	106	.	101	100	110	.	99
CCOC(=O)C1(C(=O)OCC)NC(=O)CC1C (stereo unspecified)	94	110	108	104	143	114	121	106
O=C(Cc1ccccc1)NNc1nc(N2CCN(C3CCCCC3)CC2)nc(N2CCN(C(c3ccccc3)c3ccccc3)CC2)n1	88	104	107	90	111	107	85	93
COc1ccc(-c2nnc(COc3ccc(NS(=O)(=O)c4ccc(Cl)cc4)cc3F)o2)cc1	57	.	56	55	.	88	.	99
CCOC(=O)c1csc(N/N=C/c2cn(-c3ccc(C(=O)O)cc3)nc2-c2ccc(C(=O)O)cc2)n1	99	92	121	89	81	104	90	94
C#CC(N)=O	105	104	101	96	94	92	.	100
S=c1ssc(CN2CCCCC2)c1S	102	118	122	102	98	106	.	104
COc1cccc(C2=NNC3(S2)C(=O)N(Cc2ccccc2Cl)c2ccccc23)c1 (stereo unspecified)	39	41	63	44	68	89	48	54
C=C/C=C\C(=O)O	92	100	144	.	.	100	95	112
